FEN1 inh = qHTS Assay for the Inhibitors of Human Flap endonuclease 1 (FEN1). P39748. Recombinant FEN1 flap cleavage, fluorescence, 15 min. Potency, µM (series often up to 114 µM), inactives show at the top dose activity change, negative = inhibition, usual class: inhibitors. hit rate 0.35% among 390,000; also: nearly all actives have a fitted effect of over 65% in size
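Read-out was taken twice, immediately and after 15 min, following addition of 50 nM substrate to 10 nM FEN1 that had sat with test compound for 15 min at room temperature. Curves came from a four-parameter Hill model.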
GCN5L2 inh = qHTS Assay for Inhibitors of GCN5L2. GCN5L2 HAT assay, ThioGlo1 CoA-SH fluorescence. Potency, µM (doses to about 58.9 µM), without a hit: at the top dose activity change, negative = inhibition, usual class: inhibitors. hit rate 0.21% among 390,000
Target sequence (Q92830 whole entry, looked up): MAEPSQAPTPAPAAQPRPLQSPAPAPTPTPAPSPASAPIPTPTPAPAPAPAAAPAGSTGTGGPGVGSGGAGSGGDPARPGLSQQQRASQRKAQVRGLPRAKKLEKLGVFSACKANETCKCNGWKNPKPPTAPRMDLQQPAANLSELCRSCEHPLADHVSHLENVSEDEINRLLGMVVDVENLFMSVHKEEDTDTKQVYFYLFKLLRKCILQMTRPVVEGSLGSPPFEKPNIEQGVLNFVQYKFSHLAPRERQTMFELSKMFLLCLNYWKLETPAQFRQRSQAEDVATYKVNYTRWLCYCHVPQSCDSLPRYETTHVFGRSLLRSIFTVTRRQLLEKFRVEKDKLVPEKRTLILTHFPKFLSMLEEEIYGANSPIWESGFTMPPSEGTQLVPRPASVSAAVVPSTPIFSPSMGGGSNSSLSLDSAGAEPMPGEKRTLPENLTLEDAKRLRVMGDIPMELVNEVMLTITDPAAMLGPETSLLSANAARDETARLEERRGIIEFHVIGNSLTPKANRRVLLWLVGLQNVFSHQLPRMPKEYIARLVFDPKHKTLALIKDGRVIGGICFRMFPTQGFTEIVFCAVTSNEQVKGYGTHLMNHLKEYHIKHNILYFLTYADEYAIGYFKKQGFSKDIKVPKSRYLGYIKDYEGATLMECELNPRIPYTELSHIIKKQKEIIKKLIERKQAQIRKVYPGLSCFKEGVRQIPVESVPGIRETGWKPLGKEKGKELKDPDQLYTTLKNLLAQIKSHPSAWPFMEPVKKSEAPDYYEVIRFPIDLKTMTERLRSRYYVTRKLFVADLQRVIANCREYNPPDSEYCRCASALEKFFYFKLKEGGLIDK
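Enzyme at 20nM final was mixed with library compounds for 15 min at room temperature. Peptide H3(1-25) at 75uM, acetyl-CoA at 70uM and ThioGlo1 at 50uM were then added. Plates were read immediately and after 20 min (Ex340nm/Em540nm).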
N370S GC mod = qHTS Assay for Inhibitors and Activators of N370S glucocerebrosidase as a Potential Chaperone Treatment of Gaucher Disease | Lysosomal acid glucosylceramidase (Homo sapiens), P04062 | N370S GC spleen homogenate, 4MU-glucoside fluorescence | Potency, µM (doses to about 59.4 µM), inactives show top-dose activity change, negative = inhibition, hits mostly inhibitors | hit rate 0.092% among 330,000;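 also: 0% = full enzyme activity and -100% = no enzyme basal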
Starred values were filed as active, the others as inactive; ? = inconclusive; . = no result given; & = joins results of further samples; [ ] = another dose, or the depositor's remark. Calls follow the shape of the dose curve; as a rule, active = well fitted curve in the direction sought with a large enough effect; inconclusive = small, poorly fitted or top-dose-only effect, or another doubt; inactive = no such curve, though single readings can be large; an effect the other way counts as inactive or inconclusive. Unless noted, % is scaled to controls: 0 for no effect and ±100 for the full control effect; potency is read from the fitted curve at half-maximal effect. The list is partial; count on the stated rates, not on these rows.

N370S GC mod,FEN1 inh,GCN5L2 inh,canonical_smiles
6%,3%,-26%,COc1ccc(S(=O)(=O)CCC(=O)N2CCN(c3ccc(C(C)=O)cc3)CC2)cc1
.,-15%,-2%,Cc1ccc(-n2c(=O)c3c4c(sc3n(Cc3ccccc3F)c2=O)CCC4)cc1C
0%,-3%,-3%,NC(=NCCc1ccccc1)NS(=O)(=O)c1cccs1
.,-4%,-1%,CCN(C(=O)CSc1nc2ccccc2n1Cc1ccc(C(=O)OC)cc1)c1ccccc1
-2%,3%&-10%,-5%&-7%,COCCn1c(=O)[nH]c2cc(C(=O)Nc3cccc(C(C)=O)c3)ccc2c1=O
-1%,-9%&5%,-17%&-1%,CCCn1c2ccccc2c2cnn(CC(=O)NCCCN3CCCCC3)c(=O)c21
.,-7%,1%,Cc1ccc2ncc(C(=O)NCc3ccccc3Cl)c(=O)n2c1
-21%,19%,1%,CCOc1ccc(NC(=O)C(=O)N/N=C/c2cccnc2)cc1
.,10%,-12%,COc1ccc(Cl)cc1NC(=O)Cn1nnc2sc(-c3ccccc3)cc2c1=O
9%,-4%,-2%,Cn1c(=O)c(C(=O)NCCO)c(O)c2ccccc21
3%,-12%,-2%,C=C(C)c1cccc(C(C)(C)NC(=O)Nc2cc(C)ccc2OC)c1
-15%,-4%,-1%,O=C(N/N=C/c1ccco1)c1ccc(NC(=O)c2ccc(Cl)cc2)cc1
18%,-3%,-9%,Cc1nn(C)c(Cl)c1C(=O)NCC(=O)Nc1ccc(C(C)C)cc1
-21%,16%,-10%,Cc1ccccc1OCC(=O)NNC(=O)C1CCN(c2ncnc3sc(C)c(C)c23)CC1
.,17%,-8%,COc1ccc(C(=O)c2oc3ccccc3c2NC(=O)c2cc(=O)c3ccc(C)cc3o2)cc1Cl
11%,-17%,?,Cc1ccc(C2=NS(=O)(=O)N(C)C(C(=O)NCc3ccc(F)cc3)=C2)cc1

Shown with tabs: part of the list above
Molecule	N370S GC mod	FEN1 inh	GCN5L2 inh
C=C(C)c1cccc(C(C)(C)NC(=O)Nc2cc(C)ccc2OC)c1	3%	-12%	-2%
O=C(N/N=C/c1ccco1)c1ccc(NC(=O)c2ccc(Cl)cc2)cc1	-15%	-4%	-1%
Cc1nn(C)c(Cl)c1C(=O)NCC(=O)Nc1ccc(C(C)C)cc1	18%	-3%	-9%
Cc1ccccc1OCC(=O)NNC(=O)C1CCN(c2ncnc3sc(C)c(C)c23)CC1	-21%	16%	-10%
COc1ccc(C(=O)c2oc3ccccc3c2NC(=O)c2cc(=O)c3ccc(C)cc3o2)cc1Cl	.	17%	-8%
Cc1ccc(C2=NS(=O)(=O)N(C)C(C(=O)NCc3ccc(F)cc3)=C2)cc1	11%	-17%	?

Remaining list, next part.
N370S GC mod,FEN1 inh,GCN5L2 inh,canonical_smiles
8%,2%,-4%,CCOc1ccc(N=C2NC(=O)S/C2=C\c2ccc(Cl)cc2)cc1
-6%,4%,-24%,Cc1onc(-c2c(F)cccc2Cl)c1C(=O)OCC(=O)c1c[nH]c2ccccc12
19%,1%,-2%,COc1ccc(CCNC(=O)Cn2cccc2C(=O)c2ccccc2C)cc1OC
.,19%,-7%,Cc1noc(C)c1C(=O)OCC(=O)Nc1ncc(C(F)(F)F)cc1Cl
3%,4%,-10%,COC(=O)N1CCc2c(sc(NC(=O)C3COc4ccccc4O3)c2C(N)=O)C1 (stereo not drawn)
.,-24%,-19%,Cc1ccccc1-c1nc(CS(=O)(=O)CC(=O)Nc2cccc(C(F)(F)F)c2)c(C)o1
-15%,-11%,-3%,CCN(C(=O)c1cc([N+](=O)[O-])ccc1NCc1cccnc1)c1ccccc1
-6%,-7%,-3%,COC(=O)C1(C(F)(F)F)N=C2Sc3ccccc3N2C(N2CCOCC2)=N1 (stereo not drawn)
-15%,-13%,0%,COc1ccc(-c2nn(-c3ccccc3)cc2/C=C/C(=O)NCCCn2ccnc2)cc1OC
1%,-2%,-2%,N=c1c2c3c(sc2ncn1CCN1CCOCC1)CCCC3
-3%,3%,-1%,COC1CCCN(C(=O)c2cccc(OC3CCN(S(=O)(=O)N(C)C)CC3)c2)C1 (stereo not drawn)
.,-14%,-1%,CCC(C)c1ccc(NC(=O)C2=CC=CN3CCS(=O)(=O)N=C23)cc1 (stereo not drawn)
-3%,-6%,-6%,CCOc1ccc2nc(SCC(=O)Nc3ncccn3)[nH]c2c1
?,-15%,-12%,O=C(Nc1ccc(Oc2ccccc2)cc1)c1cnc2n(c1=O)CCS2
19%,-6%,-9%,O=C(NNc1cccc(Cl)n1)Nc1ccc(Cl)cc1
.,8%,-17%,CCOC(=O)c1c(NC(=O)c2ccc(S(=O)(=O)N3CCCC(C)C3)cc2)sc2c1CC(C)(C)NC2(C)C (stereo not drawn)
-25%,-1%,-2%,O=C(c1cccc(S(=O)(=O)N2CCCC2)c1)c1cccc(S(=O)(=O)N2CCCC2)c1
.,14%,1%,O=C(NCc1ccc(F)cc1)c1cc2c(cc1Cl)N1CCCCCC1=NS2(=O)=O
8%,1%,0%,COc1ccc(C(=O)N2CCN(Cc3cc(OC)c(O)c(OC)c3)CC2)cc1OC
-3%,1%,-2%,COc1ccc(NC(=O)c2cc(Br)ccc2Cl)c([N+](=O)[O-])c1
-2%,.,-6%,Cn1c(=O)c2c(nc(CN3CCN(Cc4ccccc4)CC3)n2Cc2ccccc2)n(C)c1=O
.,-4%,-14%,COc1cc2oc(=O)c(CC(=O)N3CCCCC3)c(C)c2cc1Cl
?,1%,-4%,O=C(NCCN1CCOCC1)C1CCC(=O)N1C1CCCCC1 (stereo not drawn)
10%,3%,-26%,CCC(C)c1ccc(O)c(NC(=O)c2cncc(Br)c2)c1 (stereo not drawn)
2%,-3%,-11%,O=C(N/N=C/c1ccc(OCc2cnc(Cl)s2)cc1)c1ccncc1
3%,5%,-4%,N#Cc1ccc(-c2ccc(OCC3CNC(=O)O3)cc2)cc1 (stereo not drawn)
.,17%,?,COc1ccc2c(c1)c1c(c(=O)n(-c3ccccc3C)c(=O)n1CC(=O)N1CCCC1)n2C
.,7%,-7%,O=C(CCNS(=O)(=O)c1ccc2c(c1)CCN2C(=O)C1CC1)N1CCN(c2cccc(Cl)c2)CC1
-5%,-4%,-2%,CC#CC[N+](C)(C)CCCCCC
8%,-13%,-1%,COc1ccccc1N1CCN(C(CNC(=O)C2CCCCC2)c2cccnc2)CC1 (stereo not drawn)
?,-6%,?,COc1ccc(CNC(=O)C2CCN(S(=O)(=O)c3cccc4nsnc34)CC2)cc1
6%,-6%,-2%,COC(=O)c1ccc(CN(C)S(=O)(=O)c2ccc(C)cc2)o1
-3%,-4%,-2%,COc1c(Cl)cccc1-c1cn2ccc(C)cc2n1
-1%,.,-7%,Cn1c(=O)c(-c2ccc(Cl)cc2)nc2cnc(OCc3ccccc3)nc21
.,-1%,15%,N#Cc1cccc(NC(=O)C2CCN(c3nc(-c4ccc(Cl)cc4)no3)CC2)c1
.,19%,28%,CCOc1ccc(C(=O)Nc2cccc(C(=O)OCc3cc(=O)n4nc(C5CC5)sc4n3)c2)cc1
-1%,4%,-7%,Cc1ccnc(NC(=O)c2cccc3ccccc23)c1
0%,9%,-19%,COc1ccc(C2C(C#N)=C(N)Oc3cc(C)[nH]c(=O)c32)cc1OC (stereo not drawn)
7%,4%,-4%,O=C(CSc1nnc(Cc2ccccc2)o1)c1ccc(F)cc1
-7%,-1%,?,CC1CN(c2ccc([N+](=O)[O-])cn2)CC(C)O1 (stereo not drawn)
6%,-24%,-9%,N#Cc1c(NC(=O)CSc2n[nH]c(N)n2)oc(-c2ccccc2)c1-c1ccccc1
.,-2%,-18%,Cc1ccc(C(=O)OCC(=O)N2c3ccccc3NC(=O)C2(C)C)cc1S(=O)(=O)N1CCCCC1
10%,8%,3%,Cc1cc(C)nc(NC(=O)/C=C/c2ccc(Cl)cc2)n1
-15%,5%,-13%,COc1ccc(N2CCN(CC(O)c3c[nH]c4ccc(OC)cc34)CC2C)cc1 (stereo not drawn)
-2%,2%,-7%,CCC(=O)N(C)C(c1ccccc1Cl)c1nnnn1-c1c(C)cccc1C (stereo not drawn)
-17%,-6%,-1%,COc1ccc(CC(=O)NNC(=O)CSc2nnc(C)n2-c2ccccc2)cc1
-17%,-2%,-14%,Cc1ccc2c(Cl)c(C(=O)NCc3cccnc3)sc2c1
.,11%,3%,Cc1ccc(C)c(OCC(=O)NCC(C)(C)N2CCOCC2)c1
.,1%,-4%,CCCCn1cc(S(=O)(=O)c2cc(C)ccc2C)c(=O)c2cc(F)c(F)cc21
-7%,.,7%,C[C@H]1[C@H](C)CC[C@]2(C=O)CC[C@]3(C)C(=CC[C@@H]4[C@@]5(C)C[C@@H](O)[C@H](O)[C@@](C)(CO)[C@@H]5CC[C@]43C)[C@H]12
-29%,-1%,-4%,Cc1ccc(-c2noc(CCC(=O)Nc3ccccc3N3CCN(C)CC3)n2)cc1
.,17%,10%,CCCN(CCC)CCNC(=O)c1cc(Sc2ccc(Cl)cc2)nc2ccccc12
-2%,-18%,-7%,COc1ccc(OC)c(/C=N\NC(=O)c2ccc(=O)n(C)c2)c1
.,6%,0%,COc1ccc(NC(=O)CC2(CC(=O)N3CCOCC3)CCCC2)cc1Cl
?,-23%,?,Cc1ccc(-c2cc(-c3ccccc3)c(C#N)c(N)n2)o1
2%,-2%,-9%,O=C(NCc1cccs1)c1cccn2c(=O)c3sccc3nc12

Next part:
N370S GC mod,FEN1 inh,GCN5L2 inh,canonical_smiles
.,18%,0%,Cc1ccc(-n2c(=O)c3c4c(sc3n(Cc3cccc(Cl)c3)c2=O)CCC4)cc1C
?,-25%,-1%,CCCCCc1cc(=O)oc2c(C(CCN3CCCC3)c3ccc(N(C)C)cc3)c(OC)cc(OC)c12 (stereo not drawn)
1%,20%,0%,COc1cc(C(=O)NCCCOC(C)C)ccc1OC1CCN(C(C)=O)CC1
-12%,-5%,-13%,CCOC(=O)C1(CCCc2ccccc2)CCN(Cc2cnn(C)c2)CC1
-1%,3%,0%,CCC(C)N1C(=O)N(C)C2NC(=O)NC21 (stereo not drawn)
-4%,4%,-3%,CN(Cc1cccc(C(F)(F)F)c1)C(=O)C1CCC(=O)N(CC2CCCCC2)C1 (stereo not drawn)
2%,-9%,?,Cc1c(C(=O)NC(=S)Nc2ccc(NC(=O)c3cccs3)cc2)oc2ccccc12
-2%[12.8 µM],-6%&-1%,-9%&-1%,CCOC(=O)c1cc(OC(=O)c2ccccc2OC)n(-c2ccccc2)n1

Arranged by the number under FEN1 inh (ascending): seven of the compounds above.
N370S GC mod,FEN1 inh,GCN5L2 inh,canonical_smiles
?,-25%,-1%,CCCCCc1cc(=O)oc2c(C(CCN3CCCC3)c3ccc(N(C)C)cc3)c(OC)cc(OC)c12 (stereo not drawn)
2%,-9%,?,Cc1c(C(=O)NC(=S)Nc2ccc(NC(=O)c3cccs3)cc2)oc2ccccc12
-12%,-5%,-13%,CCOC(=O)C1(CCCc2ccccc2)CCN(Cc2cnn(C)c2)CC1
-1%,3%,0%,CCC(C)N1C(=O)N(C)C2NC(=O)NC21 (stereo not drawn)
-4%,4%,-3%,CN(Cc1cccc(C(F)(F)F)c1)C(=O)C1CCC(=O)N(CC2CCCCC2)C1 (stereo not drawn)
.,18%,0%,Cc1ccc(-n2c(=O)c3c4c(sc3n(Cc3cccc(Cl)c3)c2=O)CCC4)cc1C
1%,20%,0%,COc1cc(C(=O)NCCCOC(C)C)ccc1OC1CCN(C(C)=O)CC1

New compounds follow.
N370S GC mod,FEN1 inh,GCN5L2 inh,canonical_smiles
.,4%,-6%,CCOc1ccc(NC(=O)CSc2oc(-c3cccs3)nc2S(=O)(=O)c2ccc(Cl)cc2)cc1
1%,-16%,-5%,O=C(Cn1cnc2c(nnn2Cc2ccc(Cl)cc2)c1=O)N1CCCc2ccccc21
-7%,.,-7%,Cc1noc(C)c1C(=O)N1CCC[C@@]2(CCN(c3ccccn3)C2)C1
9%,0%,0%,O=C(Oc1ccc2ccc(=O)oc2c1)N1CCOCC1
4%,0%,-5%,COc1ccc(S(=O)(=O)N2CCCCC2)cc1
-10%,4%,-12%,C(=N\N(c1ccccc1)c1ccccc1)/c1ccccn1
-8%,-2%,-5%,Cc1cc(C)nc(SCC(=O)c2ccc(O)cc2O)n1
-6%,7%,-4%,Cc1cccc(C(=O)NNC(=O)c2ccc(F)cc2)c1
